# Compound activity: PubChem, National Center for Advancing Translational Sciences (NCATS)
# RXFP1 antagonist – qHTS Assay for Antagonists of the Relaxin Receptor RXFP1; AID 1259400, 2018; 0.59% of 350,000 active; activity change, negative = inhibition, % at 57.5 µM; HEK293-RXFP1, relaxin-stimulated cAMP HTRF, 30 min; hits give low values;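 active means activity change of -60% or lower, but not beyond a set lower limit; inconclusive means change between -60% and -40%, or beyond the set limit; inactive means change above -40%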; further: on the % scale 0 is the no-effect control and ±100 the full control effect
# D1 agonist – Allosteric Agonists of the Human D1 Dopamine Receptor: qHTS; D(1A) dopamine receptor (Homo sapiens), P21728; HEK293 T-REx D1 cells, calcium flux, agonist mode; activation, % at 2 µM; 1% of 360,000 active; AID 504660, 2011; in the data active means activation above about 30%; further: 0% is about no effect
# Target sequence (P21728 whole entry, looked up): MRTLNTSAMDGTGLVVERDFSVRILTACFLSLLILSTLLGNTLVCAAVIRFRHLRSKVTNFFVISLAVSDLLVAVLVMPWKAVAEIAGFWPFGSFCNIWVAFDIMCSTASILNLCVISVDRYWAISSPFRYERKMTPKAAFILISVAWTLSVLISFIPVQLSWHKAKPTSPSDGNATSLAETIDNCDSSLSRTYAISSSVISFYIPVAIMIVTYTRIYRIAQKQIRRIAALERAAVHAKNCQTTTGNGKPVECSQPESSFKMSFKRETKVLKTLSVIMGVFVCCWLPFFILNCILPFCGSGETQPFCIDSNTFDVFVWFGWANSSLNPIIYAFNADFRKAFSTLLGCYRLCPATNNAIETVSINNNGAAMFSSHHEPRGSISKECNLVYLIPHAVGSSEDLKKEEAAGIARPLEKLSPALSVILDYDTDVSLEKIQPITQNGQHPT
#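 Tetracycline-induced HEK293 TREx D1 cells, force-coupled to calcium signalling, were dye-loaded with a no-wash calcium kit. Compound was pin-added after a 10 s baseline. Fluorescence was read kinetically at 1 cycle/s for 180 s, with calcium rises flagged as agonism.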
# D2 PAM – HTS Assay for Positive Allosteric Modulators of the Human D2 Dopamine Receptor: Primary Screen for Potentiators | D(2) dopamine receptor (Homo sapiens), P14416 | potentiation, % at 10 µM | HEK293 T-REx D2, calcium flux, EC20 dopamine potentiation | 0.34% of 340,000 active;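 active means potentiation over 3 SD above the plate norm, cut at about 30% in these data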; further: 0% is about no effect
#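 Primary screen. Calcium kinetics in induced HEK293 T-REx D2 cells: compound pre-addition 180 s, EC20 dopamine, 180 s more.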
# D1 potentiator – Potentiators of Human D1 Dopamine Receptor: qHTS. D(1A) dopamine receptor (Homo sapiens), P21728. HEK293 TREx D1 cells, calcium flux, dopamine EC20 potentiation. potentiation, % at 10 µM. 0.036% of 360,000 active; in the data active means potentiation above about 30%; further: 0% is about no effect
# D1 antagonist – Antagonist of Human D 1 Dopamine Receptor: qHTS. 3.2% of 360,000 active. activity change, negative = inhibition, % at 10 µM. HEK293 TREx D1 cells, calcium flux, dopamine EC80; hits give low values. D(1A) dopamine receptor (Homo sapiens), P21728. AID 504652, 2011; in the data active means activity change below about -30%; further: on the % scale 0 is the no-effect control and ±100 the full control effect
#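 Antagonism measured as reduced calcium response to an EC80 dopamine addition following 180 s compound pre-read; cells were inducible HEK293 Trex D1 plated overnight at 30 C, read kinetically at 1 cycle/sec.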
# RXFP1 ag – qHTS Assay for Agonists of the Relaxin Receptor RXFP1. 0.3% of 370,000 active. AID 2676, 2010. Potency, µM (highest dose often 57.5 µM), for the others: top-dose activation, actives largely listed as activators. HEK293T-RXFP1 cAMP TR-FRET, 30 min; response scale: percent of porcine relaxin response, buffer zero; further: potency means the concentration at half of the fitted maximal effect; on the % scale 0 is the no-effect control and ±100 the full control effect; nearly all actives have a fitted effect of over 60% in size; many of its hits are not listed in these tables
#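 Agonist response is measured as cAMP accumulation in an RXFP1-transfected HEK293T line under PDE4 inhibition. Values are scaled between buffer-only and 29 nM porcine relaxin, and EC50s come from standard Hill equation fits.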
# TRHR agonist – qHTS for Small Molecule Agonists and Allosteric Enhancers of Human TRH Receptor: Primary Screen for Agonists. Thyrotropin-releasing hormone receptor (Homo sapiens), P34981. TRHR cells, calcium flux fluo-8, FDSS agonist mode. activation, % at 2 µM. 0.18% of 360,000 active; in the data active means activation above about 30%; further: 0% is about no effect
# Target sequence (P34981 whole entry, looked up): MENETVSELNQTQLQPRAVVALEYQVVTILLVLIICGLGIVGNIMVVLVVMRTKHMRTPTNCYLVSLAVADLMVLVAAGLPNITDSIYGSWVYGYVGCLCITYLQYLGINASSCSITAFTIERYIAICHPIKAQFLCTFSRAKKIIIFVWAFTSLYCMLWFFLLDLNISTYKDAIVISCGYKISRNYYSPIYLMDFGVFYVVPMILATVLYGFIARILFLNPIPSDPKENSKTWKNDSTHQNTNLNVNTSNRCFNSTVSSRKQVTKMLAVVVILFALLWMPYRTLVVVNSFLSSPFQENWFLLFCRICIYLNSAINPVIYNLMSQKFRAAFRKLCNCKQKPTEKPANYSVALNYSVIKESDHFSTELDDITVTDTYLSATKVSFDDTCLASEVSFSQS
#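 Steps: seed TRHR cells overnight; add fluo-8 no-wash Ca dye, RT 30 min–1.5 h; record 10 s baseline; pin-transfer compounds; monitor fluorescence 1 cycle/s for the agonist window. Calcium increases flag candidate agonists.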
# TRHR enhancer – qHTS for Small Molecule Agonists and Allosteric Enhancers of Human TRH Receptor: Primary Screen for Enhancers; 0.66% of 360,000 active; AID 493056, 2011; TRHR cells, fluo-8 calcium fluorescence, EC20 TRH enhancement; Thyrotropin-releasing hormone receptor (Homo sapiens), P34981; enhancement, % at 2 µM; in the data active means enhancement above about 30%; further: 0% is about no effect
#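 Enhancer read-out: after compound pinning and an initial kinetic agonist-mode read, an EC20 of TRH (10 nM final) was injected and fluo-8 calcium signal (Ex 480/Em 530) followed at 1 s/cycle for 100 cycles in TRHR-expressing cells.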
# Anesthetic bind – qHTS Assay for Identification of Novel General Anesthetics | Ferritin light chain (Equus caballus), P02791 | apoferritin/1-aminoanthracene competitive binding, fluorescence | Potency, µM (series often up to 77.5 µM), inactives show top-dose activity change, negative = displacement, usual class: inhibitors | 0.074% of 350,000 active; further: potency means the concentration at half of the fitted maximal effect; on the % scale 0 is the no-effect control and ±100 the full control effect; nearly all actives have a fitted effect of over 20% in size
# Target sequence (P02791 2-175 limits assumed): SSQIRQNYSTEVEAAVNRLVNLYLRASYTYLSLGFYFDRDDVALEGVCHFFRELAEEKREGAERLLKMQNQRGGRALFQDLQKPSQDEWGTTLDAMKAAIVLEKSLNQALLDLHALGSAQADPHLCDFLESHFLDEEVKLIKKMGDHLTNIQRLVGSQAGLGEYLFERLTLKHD
#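 10 uM apoferritin + 50% sat. 1-AMA, PBS; cpd 10 min RT; Ex380/Em535 endpoint; normalized to free probe vs complex; 4-param Hill fit; propofol titration as pos. ctrl.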
# Numbers without * were called inactive; u = inconclusive; x = not tested or not shown; [ ] = dose if it differs, or a comment. Unless noted, the call rests on the fitted dose curve; in most records, active means well fitted curve in the direction sought with a large enough effect; inconclusive means small, poorly fitted or top-dose-only effect, or another doubt; inactive means no such curve, though single readings can be large; an effect the other way counts as inactive or inconclusive.
mol	RXFP1 antagonist	D1 agonist	D2 PAM	D1 potentiator	D1 antagonist	RXFP1 ag	TRHR agonist	TRHR enhancer	Anesthetic bind
COc1ccc(C(=O)NCCc2cnc[nH]2)cc1OC	-5.8	2.2	19.3	-3.6	6.8	-1.2%	1.0	-1.9	-4.3%
NNC(=O)c1ccc2ccccc2n1	-2.2	2.4	-5.3	-2.5	21.4	0.0%	0.0	-7.1	u
O=C(c1cc(COc2cccc(C(F)(F)F)c2)on1)N1CCSCC1	7.1	8.4	-1.1	-2.0	-20.6	-1.8%	-0.6	-3.4	u
Cc1cc(C(F)(F)F)n(-c2nc(C(=O)NNS(=O)(=O)c3ccccc3)cs2)n1	13.0	1.9	-6.6	-0.3	x	-1.5%	-0.6	-4.6	-10.9%
COc1ccc2c3c(c(=O)oc2c1OCC(=O)O)CCCC3	-6.2	1.4	1.8	-5.7	-27.6	4.4%	0.7	2.5	0.3%
O=C(Cn1cnc2ccccc2c1=O)Nc1ccccc1N1CCOCC1	-6.5	0.3	11.3	-2.4	1.7	5.7%	-1.1	1.7	-8.4%
Cc1n[nH]c(=S)n1/N=C/c1ccc(Br)o1	9.6	-0.1	-3.4	-4.8	0.9	4.2%	-0.2	-4.1	u
CCC(=O)N1c2ccccc2CC1C(=O)NCCc1ccccc1OC (stereo not drawn)	-11.5	-0.4	7.5	0.5	13.1	-1.8%	-1.4	0.4	35.4%[activator]

# Next section, overlapping the part above by 3 compounds.
mol	RXFP1 antagonist	D1 agonist	D2 PAM	D1 potentiator	D1 antagonist	RXFP1 ag	TRHR agonist	TRHR enhancer	Anesthetic bind
O=C(Cn1cnc2ccccc2c1=O)Nc1ccccc1N1CCOCC1	-6.5	0.3	11.3	-2.4	1.7	5.7%	-1.1	1.7	-8.4%
Cc1n[nH]c(=S)n1/N=C/c1ccc(Br)o1	9.6	-0.1	-3.4	-4.8	0.9	4.2%	-0.2	-4.1	u
CCC(=O)N1c2ccccc2CC1C(=O)NCCc1ccccc1OC (stereo not drawn)	-11.5	-0.4	7.5	0.5	13.1	-1.8%	-1.4	0.4	35.4%[activator]
O=C(/C=C/c1ccccc1[N+](=O)[O-])NCCN1C(=O)S/C(=C\c2ccc(F)cc2)C1=O	-2.4	6.0	0.0	-5.3	-23.5	-0.2%	0.8	-2.0	-7.6%
Clc1ccc2c(N/N=C/c3cccc(Br)c3)ccnc2c1	-12.2	1.5	-21.8	-4.5	-3.4	3.5%	-0.2	-1.1	2.2%
Nc1ncnc(Nc2cc(Cl)cc(Cl)c2)c1[N+](=O)[O-]	12.7	1.8	1.0	5.8	-5.8	-0.5%	0.4	2.2	-3.8%
CC(O)C(=O)N/N=C/c1ccccc1C(=O)O (stereo not drawn)	-8.6	0.1	15.0	-5.8	-9.9	-1.4%	0.3	8.6	-2.7%
O=C(c1cc2cc3ccc(Cl)cc3nc2o1)N1CCCCCC1	8.9	0.0	11.9	8.7	-7.5	-4.8%	-0.1	2.9	-6.9%
CC(=O)OCC(=O)N1CCN(c2ccc([N+](=O)[O-])cc2)CC1	19.0	6.8	-8.5	-3.6	-14.2	0.4%	-0.6	-2.8	2.5%
CNC(=O)c1ccc(-c2nc(-c3ccccc3)cs2)cc1	10.0	0.8	-8.6	-6.7	-1.6	0.1%	-0.6	1.5	-4.7%
Cc1cccc(N(C(=O)CNC(=O)c2ccco2)C(C(=O)NC2CCCC2)c2ccncc2)c1C (stereo not drawn)	-3.0	3.4	4.3	x	-10.8	-0.3%	0.7	-2.6	-8.4%
O=C(Cc1nn[nH]n1)NCc1ccccc1Cl	-3.9	-0.2	5.7	-7.2	-3.5	0.1%	-0.2	-9.0	-9.5%
O=C(O)c1ccc(/C=N/NC(=S)NCc2ccccc2)cc1	3.5	3.8	6.1	-4.2	-4.5	-4.5%	0.7	-6.4	-1.5%
COc1ccc2nc(C)c(C(N)=O)cc2c1	-13.0	0.0	3.2	-3.6	10.2	2.0%	1.1	-1.3	0.9%
CSCC[C@H](NC(=O)NCc1ccc(F)cc1)C(=O)O	-19.4	4.4	-1.6	1.2	-2.8	0.2%	0.6	10.0	-7.1%
C=CCN(c1ccccc1)S(=O)(=O)c1ccc(Cl)c(C(=O)OCC(=O)c2[nH]c(C)c(C(C)=O)c2C)c1	-0.5	3.7	-0.9	-4.8	8.8	-0.2%	1.1	-0.5	-10.4%
Cc1ccc(S(=O)(=O)N2CCCCC2CCNC(=O)C(=O)NC2CCCC2)cc1 (stereo not drawn)	-5.9	2.1	-5.9	-1.2	8.3	-1.3%	0.2	-0.1	x
COc1ccc(-n2c(COc3ccc4ccccc4c3)nnc2SCC(=O)NCc2ccco2)cc1	-0.6	13.4	2.9	-5.8	0.2	0.4%	2.2	19.2	69.2%[activator]
O=C(NC(=O)c1ccc(F)cc1)Nc1ccc(-c2cc(C(F)(F)F)nn2-c2ccccc2)cc1	-9.8	1.1	11.0	-4.7	3.8	3.1%	-3.9	8.9	-12.4%
Cc1ccc(-c2csc3ncn(CC(=O)OC(C)C)c(=O)c23)cc1	-0.9	2.4	x	3.8	18.2	-0.2%	0.4	2.0	-16.5%
Cc1ccc(OC(C)C(=O)Nc2ccc(S(=O)(=O)Nc3cc(C)on3)cc2)cc1 (stereo not drawn)	-1.4	4.6	-6.7	0.4	1.8	0.0%	0.6	15.4	-4.7%
CC(=O)Nc1ccc(OC(=O)CC2SC(=O)NC2=O)cc1 (stereo not drawn)	11.1	2.4	-10.4	3.3	6.9	-0.7%	-0.1	-0.9	-1.5%
C=CCN(c1ccccc1)S(=O)(=O)c1cccc2cccnc12	-1.4	2.3	-3.2	-5.1	-2.7	-0.7%	-0.2	0.4	-2.6%
Cc1cc(C)c(C)c(S(=O)(=O)N2CCC(C(=O)Nc3ccccc3N3CCOCC3)CC2)c1C	-27.3	0.8	0.4	3.0	-1.0	1.4%	-0.1	-4.1	-15.1%
COc1ccc(-c2cn3c4c(sc3n2)CCCC4)cc1	5.7	-0.1	28.4	6.5	6.9	1.1%	-0.2	6.4	3.4%
Cc1ccccc1-c1nc(CN2CCC(C(=O)NCCc3ccccc3)CC2)c(C)o1	x	22.5	-6.1	-4.0	-6.2	-0.2%	0.0	2.8	-1.7%
COc1ccc2c(c1)OC[C@H]1[C@H]2N2C(=O)CN(Cc3ccco3)C(=O)[C@@]2(C)[C@H]1c1ccccc1	x	0.6	11.0	-1.1	x	1.4%	0.4	-2.1	x
CCCCc1ccc(NC(=S)Nc2cccnc2)cc1	-2.9	4.4	-2.7	1.2	3.7	-1.3%	0.4	-1.7	-15.9%
COC(=O)c1ccc(Nc2ncnc3sccc23)cc1	-6.7	2.3	6.9	-3.9	-42.9*	6.0%	1.0	4.5	-3.2%
COc1ccc(-n2c(SCC(=O)NCC3CCCO3)nc3ccccc32)cc1 (stereo not drawn)	9.6	-0.3	3.4	-1.3	-3.1	3.2%	-0.6	3.9	-16.3%
Cc1c(C#N)c(N=CN(C)C)c(C(=O)c2ccccc2)n1-c1ccc(Br)cc1	-3.7	0.8	4.1	1.4	-12.0	0.3%	-0.8	-10.1	-22.1%
c1ccc(Cn2ncc3ccccc32)cc1	9.7	2.0	-2.8	-1.3	-5.4	-0.7%	-0.2	-4.4	-3.4%
CCCCN(C)CCCNC(=O)c1cc(=O)[nH]c2ccc(S(=O)(=O)N3CCCCC3)cc12	1.5	-0.1	4.2	-1.2	-0.4	2.9%	0.1	53.3*	-7.3%
CCCOc1ccc(/C=C/C(=O)NC2CCCCC2)cc1	0.2	-0.1	2.1	5.9	7.8	-0.1%	1.6	-0.1	-6.6%
CSc1nc(O)c(C(c2cccc([N+](=O)[O-])c2)c2c(O)nc(SC)[nH]c2=O)c(=O)[nH]1	-8.9	1.6	-0.9	-7.1	4.0	5.2%	0.1	2.1	-4.6%
Cc1ccc(C)c(S(=O)(=O)N2CCN(C(=O)Cn3cnc4c3c(=O)n(C)c(=O)n4C)CC2)c1	3.3	0.8	x	-10.4	-25.7	-0.3%	0.0	-1.6	-8.8%
COCCNC(=O)c1cc2n(n1)CCCN(Cc1ccc(C)cc1)C2=O	7.0	-0.3	-2.3	-0.7	14.4	0.9%	-1.4	0.6	-10.2%
CCCCn1c(C)cc2c(c1=O)C1O[C@](c3ccc(OC)cc3)(Cc3cc(OC)c(OC)cc31)O2	x	2.7	x	-3.1	13.6	-0.3%[11.5 µM]	-0.3	10.0	-9.4%[15.3 µM]
Cc1ccc(S(=O)(=O)N2CCC(C(=O)N3Cc4ccccc4C3)CC2)cc1	-3.5	3.9	5.3	-1.8	-18.1	-0.9%	0.1	5.0	-10.2%
CCn1c(=O)c([N+](=O)[O-])c(NCC(O)c2ccccc2)c2ccccc21 (stereo not drawn)	-8.8	3.5	-18.7	1.4	0.8	-2.5%	-0.4	5.7	4.4%
COc1ccccc1CNC(=O)C1CC(c2ccccc2[N+](=O)[O-])=NO1 (stereo not drawn)	x	3.9	x	1.9	4.1	-1.3%	-0.4	11.0	-17.7%
CCOC(=O)C1CCN(Cc2ccc(F)cc2)CC1	-5.0	0.1	18.8	0.9	-5.1	1.9%	-0.3	7.6	-4.7%
COc1ccc(S(=O)(=O)NCC(c2ccc(N(C)C)cc2)N2CCc3ccccc32)cc1 (stereo not drawn)	1.6	-1.4	8.1	-0.2	-9.7	-0.1%	-1.2	8.5	-6.1%
CC1=C(C(=O)OCc2ccccc2)C(/C=C/c2ccccc2)N2C(=O)CCSC2=N1 (stereo not drawn)	-6.7	2.8	5.1	0.8	2.8	-0.1%	-0.1	-1.5	-5.4%
C[C@H](NC(=O)C(c1ccccc1)c1ccccc1)c1ccccc1	-9.4	0.9	-7.9	0.9	-5.3	0.0%	-0.6	12.6	-5.7%

# These rows are one share of the data; the hit share may differ from the screen's.
